Screening results as filed in PubChem BioAssay.
WRN helicase inh: WRN helicase (human) inhibition; Q14191; WRN helicase unwinding, fluorescent forked duplex, kinetic; Potency, µM (series often up to 114 µM), for the others: at the highest dose activity change, negative = inhibition, usual class: inhibitors; AID 651768; actives 0.46% (n = 360,000); further: potency means the concentration at half of the fitted maximal effect; on the % scale 0 is the no-effect control and ±100 the full control effect; nearly all actives have a fitted effect of over 55% in size
Target sequence (Q14191 whole entry, looked up): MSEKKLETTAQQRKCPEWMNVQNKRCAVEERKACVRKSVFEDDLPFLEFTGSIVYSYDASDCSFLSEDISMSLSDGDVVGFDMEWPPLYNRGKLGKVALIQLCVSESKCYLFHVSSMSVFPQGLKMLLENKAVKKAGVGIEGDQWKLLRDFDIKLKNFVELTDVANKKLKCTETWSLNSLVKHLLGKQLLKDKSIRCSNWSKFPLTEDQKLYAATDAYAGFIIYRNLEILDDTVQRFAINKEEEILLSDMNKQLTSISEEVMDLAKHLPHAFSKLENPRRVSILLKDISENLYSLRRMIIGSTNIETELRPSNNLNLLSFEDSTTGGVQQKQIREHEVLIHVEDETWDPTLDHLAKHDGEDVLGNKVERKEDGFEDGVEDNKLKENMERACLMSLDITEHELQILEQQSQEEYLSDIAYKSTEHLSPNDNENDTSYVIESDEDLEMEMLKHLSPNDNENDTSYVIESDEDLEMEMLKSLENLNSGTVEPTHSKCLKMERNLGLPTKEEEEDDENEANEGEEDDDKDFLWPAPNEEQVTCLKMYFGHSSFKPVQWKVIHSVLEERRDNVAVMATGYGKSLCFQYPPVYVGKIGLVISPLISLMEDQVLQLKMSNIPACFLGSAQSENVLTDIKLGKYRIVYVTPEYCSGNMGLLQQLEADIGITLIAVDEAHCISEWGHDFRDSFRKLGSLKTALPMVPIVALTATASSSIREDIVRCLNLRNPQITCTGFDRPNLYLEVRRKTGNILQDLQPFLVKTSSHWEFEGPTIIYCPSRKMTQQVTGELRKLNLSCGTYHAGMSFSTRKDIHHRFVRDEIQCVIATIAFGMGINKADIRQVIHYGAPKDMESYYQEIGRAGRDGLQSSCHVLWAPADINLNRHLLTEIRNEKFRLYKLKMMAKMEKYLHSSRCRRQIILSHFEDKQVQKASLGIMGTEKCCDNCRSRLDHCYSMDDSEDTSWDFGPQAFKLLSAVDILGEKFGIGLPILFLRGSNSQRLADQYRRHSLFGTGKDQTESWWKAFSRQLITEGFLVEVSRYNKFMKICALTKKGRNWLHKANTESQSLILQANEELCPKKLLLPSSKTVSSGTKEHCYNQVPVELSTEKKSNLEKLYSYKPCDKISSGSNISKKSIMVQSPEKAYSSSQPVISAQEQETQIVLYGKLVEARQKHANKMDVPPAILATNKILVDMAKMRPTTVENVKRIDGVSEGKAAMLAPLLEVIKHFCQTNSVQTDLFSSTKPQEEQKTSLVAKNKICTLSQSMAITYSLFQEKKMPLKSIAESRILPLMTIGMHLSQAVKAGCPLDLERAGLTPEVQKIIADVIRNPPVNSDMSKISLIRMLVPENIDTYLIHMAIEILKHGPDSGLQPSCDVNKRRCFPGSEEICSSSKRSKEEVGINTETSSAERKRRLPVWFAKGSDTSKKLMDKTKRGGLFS
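WRN at 20 nM final was preincubated with compound for 15 min at room temperature; reaction started with 100 nM forked duplex oligonucleotide carrying fluorophore and quencher plus 2 mM ATP (final). Unwinding followed kinetically by red fluorescence (ex 525/em 598 nm).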
HT1080 IDH1KD tx: toxicity to HT-1080 IDH1 knockdown cells (counter line); HT-1080 IDH1 knockdown viability, ATP luminescence, 48 h; Potency, µM (highest dose often 46.1 µM), for inactives: at the top dose activity, negative = toxicity, hits mostly cytotoxic; actives 2% (n = 360,000);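 further: potency means the concentration at half of the fitted maximal effect; 0% = DMSO wells and -100% = cell-free medium wells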
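In this qHTS, HT-1080 cells depleted of IDH1 are exposed for 48 h at 37 °C to compound titrations. Toxicity is scored from CellTiter-Glo luminescence, with DMSO as full viability and medium alone as none.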
MCF10A rereplic: inducers of DNA re-replication in MCF 10A breast cells; MCF 10A DNA re-replication, Hoechst nuclear intensity, 48 h; Potency, µM (titrated, usually from 46.1 µM), for inactives: top-dose activity, positive = re-replication, actives largely listed as activators; actives 2.9% (n = 350,000); further: potency means the concentration at half of the fitted maximal effect; % of control where 0% means no effect; nearly all actives have a fitted effect of over 50% in size
SW480 rereplic: induces DNA re-replication in SW480 colon adenocarcinoma cells. SW480 DNA re-replication, Hoechst DNA content imaging, 48 h. Potency, µM (doses to about 46.1 µM), inactives show at the top dose re-replication activation, usual class: activators. actives 1.8% (n = 340,000); further: potency means the concentration at half of the fitted maximal effect; % of control where 0% means no effect; nearly all actives have a fitted effect of over 55% in size
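Treated cells incubate 48 hr (37 C, 5% CO2), are stained 40 min with Hoechst, and nuclear fluorescence is enumerated; a rise in nuclei with high DNA signal marks re-replication.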
KB-3-1 cytotox: KB-3-1 parental cell cytotoxicity; Potency, µM (highest dose often 46.1 µM), for inactives: at the highest dose activity change, negative = cytotoxic, most hits filed as cytotoxic; actives 1.4% (n = 400,000); KB-3-1 viability, CellTiter-Glo ATP luminescence, 72 h; further: potency means the concentration at half of the fitted maximal effect; on the % scale 0 is the no-effect control and ±100 the full control effect; nearly all actives have a fitted effect of over 60% in size
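Cytotoxicity in the drug-sensitive parental line KB-3-1 was scored as loss of CellTiter-Glo luminescence following 72 h incubation with compound. Values come from curve fitting of normalized concentration-response data.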
ATXN2 expr inh: inhibitors of ATXN2 expression | AID 1745845 | actives 0.72% (n = 360,000) | HEK-293 ATXN2-luciferase reporter, luminescence, 24 h | Potency, µM (titrated, usually from 57 µM), inactives show at the highest dose activity change, negative = inhibition, most hits filed as inhibitors; further: potency means the concentration at half of the fitted maximal effect; on the % scale 0 is the no-effect control and ±100 the full control effect; nearly all actives have a fitted effect of over 55% in size
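qHTS (up to 57 uM final) was run with 24 h compound exposure of reporter cells at 37 °C. Each well was multiplexed: SteadyGlo luminescence measured ATXN2-luciferase expression after a fluorogenic Gly-Phe-AFC viability readout (25 uM final).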
HT1080-NT tox: kills 2HG-producing HT-1080-NT fibrosarcoma cells; actives 1.6% (n = 360,000); Potency, µM (doses to about 46.1 µM), inactives show top-dose activity, negative = less viability, usual class: cytotoxic; HT-1080-NT fibrosarcoma viability, CellTiter-Glo ATP luminescence, 48 h;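 further: NT is the 2HG producing partner of a matched IDH1 knockdown line; potency means the concentration at half of the fitted maximal effect; 0% = DMSO-treated cells and -100% = media-only wells without cells; nearly all actives have a fitted effect of over 55% in size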
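HT-1080-NT; 750 cells/well; 5% FBS RPMI; 48 h compound, 37 degrees C; CellTiter-Glo luminescence; curve fitting and curve-class assignment.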
KB-V1 MDR tox: KB-V1 MDR subline cytotoxicity; KB-V1 MDR cells viability, CellTiter-Glo, 72 h; Potency, µM (series often up to 46.1 µM), for inactives: at the top dose activity change, negative = cytotoxicity, actives largely listed as cytotoxic; actives 3.4% (n = 400,000); further: potency means the concentration at half of the fitted maximal effect; on the % scale 0 is the no-effect control and ±100 the full control effect; nearly all actives have a fitted effect of over 60% in size
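Cytotoxicity via CellTiter-Glo luminescence after 72 h compound exposure at 37 degrees C. Cells: drug-selected KB-V1 line, DMEM phenol-red free plus 10% FBS. Compounds tested at multiple concentrations; normalized data fitted to concentration-effect curves.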
IL-1B inflam inh: inhibitors of inflammasome signaling (IL-1 beta secretion); THP-1 LPS/ATP IL-1B secretion, AlphaLISA, 16 h; hits give low values; activity change, % at 57.5 µM; actives 4.7% (n = 360,000); AID 743279; in the data active means activity change below about -50%; inconclusive means mostly about -30% to -49%; further: on the % scale 0 is the no-effect control and ±100 the full control effect
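THP-1 cells pretreated 1 hr with compounds (up to 57.5 uM final), then stimulated with LPS (250 ng/mL final) plus ATP (1.25 mM final); secreted IL-1B measured by AlphaLISA after 16 hr, decreased signal indicating inhibition.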
* hit, by the source's call; u = inconclusive; x = no result given; [ ] = another dose, or the depositor's remark. Unless noted, the call rests on the fitted dose curve; in most records, active means well fitted curve in the direction sought with a large enough effect; inconclusive means small, poorly fitted or top-dose-only effect, or another doubt; inactive means no such curve, though single readings can be large; an effect the other way counts as inactive or inconclusive.

SMILES	WRN helicase inh	HT1080 IDH1KD tx	MCF10A rereplic	SW480 rereplic	KB-3-1 cytotox	ATXN2 expr inh	HT1080-NT tox	KB-V1 MDR tox	IL-1B inflam inh
Fc1ccc(Nc2nnns2)cc1	-16%	8%	-1%	-15%	-1%	14%	12%	16%	u
CCc1nc(SCC(=O)N2CCCC2)c2c(=O)n(C)c(=O)n(C)c2n1	-35%	-20%	-1%	-6%	18%	0%	1%	-7%	-11
N#Cc1ccc(CN2CCN(C(=O)CNS(=O)(=O)c3ccc4c(c3)OCCCO4)CC2)cc1	-3%	0%	5%	-3%	-13%	x	-3%	0%	15
O=C1CSC(=S)N1/N=C/c1cc(Br)c(O)c(Br)c1	20µM*	u	u	4%	4%	-6%	-28%	-4%	67
Cc1nc2sc(C(c3cccs3)N3CCN(c4ccccc4)CC3)c(O)n2n1 (stereo unspecified)	6%	-2%	7%	-9%	-6%	-1%	1%	-3%	22
Cc1ccc(S(=O)(=O)N2CCOCC2)cc1C(=O)OC1CCOC1=O (stereo unspecified)	7%	5%	-2%	-6%	3%	3%	-1%	21%	5
CC(=O)Nc1ccc(NC(=O)c2cccc(S(=O)(=O)N(C)C3CCCCC3)c2)cc1	5%	-17%	0%	-2%	0%	x	-16%	-2%	56
COCc1nnc(NC(=O)CC(C)c2ccccc2)s1 (stereo unspecified)	-5%	6%	5%	-8%	-2%	2%	2%	-17%	0
CCNC(=O)COC(=O)/C=C/c1cccs1	4%	8%	-8%	-18%	0%	-7%	0%	0%	0
CC(C)CC1C(C#N)=C(N)Oc2n[nH]c(-c3ccccc3)c21 (stereo unspecified)	-14%	24%	10%	-8%	0%	10%	13%	0%	-12

Records above shown as hits in WRN helicase inh.
| SMILES | WRN helicase inh | SW480 rereplic | IL-1B inflam inh |
| --- | --- | --- | --- |
| O=C1CSC(=S)N1/N=C/c1cc(Br)c(O)c(Br)c1 | 20µM* | 4% | 67 |

Four compounds picked at random from those above:
SMILES	WRN helicase inh	HT1080 IDH1KD tx	MCF10A rereplic	SW480 rereplic	KB-3-1 cytotox	ATXN2 expr inh	HT1080-NT tox	KB-V1 MDR tox	IL-1B inflam inh
CCNC(=O)COC(=O)/C=C/c1cccs1	4%	8%	-8%	-18%	0%	-7%	0%	0%	0
COCc1nnc(NC(=O)CC(C)c2ccccc2)s1 (stereo unspecified)	-5%	6%	5%	-8%	-2%	2%	2%	-17%	0
CC(=O)Nc1ccc(NC(=O)c2cccc(S(=O)(=O)N(C)C3CCCCC3)c2)cc1	5%	-17%	0%	-2%	0%	x	-16%	-2%	56
Cc1ccc(S(=O)(=O)N2CCOCC2)cc1C(=O)OC1CCOC1=O (stereo unspecified)	7%	5%	-2%	-6%	3%	3%	-1%	21%	5

Going on with the list.
SMILES	WRN helicase inh	HT1080 IDH1KD tx	MCF10A rereplic	SW480 rereplic	KB-3-1 cytotox	ATXN2 expr inh	HT1080-NT tox	KB-V1 MDR tox	IL-1B inflam inh
O=C(CN1CCN(S(=O)(=O)c2ccccc2)CC1)N1CCCCC1	2%	0%	5%	-4%	-2%	-4%	0%	u	4
COC(=O)c1[nH]c2cccc(C)c2c1NC(=O)CN1CCCc2ccccc21	-7%	-7%	83%	u	-5%	6%	-10%	0%	0
COc1ccc(-c2cc(-c3nnc(COC(=O)C4CC4)o3)c3ccccc3n2)cc1OC	1%	1%	u	21µM*	u	-4%	-10%	u	10
COc1cc(C2C(C#N)=C(SC)NC3=C2C(=O)CCC3)ccc1O (stereo unspecified)	0%	22%	-3%	-15%	0%	14%	17%	6%	9
CCNc1nc(Cl)nc(NNC(=O)C(C)Oc2ccccc2)n1 (stereo unspecified)	6%	-11%	-6%	-21%	5%	1%	-2%	u	0
COc1cccc(NC(=O)COC(=O)CCSc2ccccc2)c1	-1%	1%	1%	2%	18%	-14%	0%	-16%	18
COc1ccc(-c2cc(C(=O)Nc3ccc(Cl)cc3Cl)c3ccccc3n2)cc1OC	-2%	11%	u	3%	1%	-19%	0%	9%	18
N#Cc1cc(S(=O)(=O)c2ccc(Cl)cc2)c(N)[nH]c1=O	-4%	9%	2%	-22%	30%	8%	0%	u	28
COc1ccc(CCNC(=O)c2ccn[nH]2)cc1OC	-32%	-2%	27%	u	18%	-2%	-3%	0%	-5
NS(=O)(=O)c1ccc(NC(=S)NCc2cccs2)cc1	1%[57.1 µM]	0%	2%	-2%	5%	3%	5%	2%	16
CN1CCN(C(=O)c2ccc3c(c2)N(Cc2cccc(Cl)c2)C(=O)c2ccccc2S3(=O)=O)CC1	4%	0%	u	1%	-12%	6%	-13%	15%	2
C=CCN(CC=C)C(=S)NC(=O)c1ccc(OC)cc1	-2%	6%	-2%	1%	-7%	-23%	-2%	16µM*	-8
CCc1cccc(NC(=O)C2CCN(S(=O)(=O)c3ccc4c(c3)NC(=O)CO4)CC2)c1	-1%	0%	-5%	-4%	-14%	x	-2%	18%	1
CCCn1c(N)c(N2CCCCC2)c(=O)n(CC(=O)Nc2ccccc2)c1=O	3%	17%	3%	-6%[9.22 µM]	-10%	10%	-1%	16%	19
O=C(Nc1ccccc1)c1ccc(Cn2cc(C(F)(F)F)ccc2=O)cc1	6%	-1%	13%	1%	-2%	-5%	u	15µM*	5
CN1CCC(=NNC(=O)C(=O)Nc2ccccc2)CC1	-5%	-1%	-3%	-3%	-6%	37%	12%	-8%	-8
CC(C)=CCc1c(O)c(CC=C(C)C)c2c(c1O)C(=O)CC(c1ccc(O)cc1)O2 (stereo unspecified)	-15%	u	u	6%	u	u	u	-2%	29
O=C(Cn1cc(/C=N/NC(=O)c2ccccc2Br)c2ccccc21)Nc1ccc(F)cc1	-2%	-17%	2%	0%	u	-17%	-14%	-36%	-18
Cc1ccc(C)c(S(=O)(=O)N2CCN(C(=O)c3cc(S(=O)(=O)NCc4ccccc4)ccc3C)CC2)c1	2%	-20%	17%	20%	-23%	-19%	-1%	7%	u
CCC1(C)Nc2ccccc2C(=O)N1O (stereo unspecified)	3%	-29%	u	u	u	-11%	u	u	5
COc1ccc(NC(=O)CCN2C(=O)c3ccccc3C2=O)cc1	2%	13%	-1%	-4%	2%	x	11%	-15%	-10
Cc1cccc(C(=O)OCC(=O)NC(C)C2CC3CCC2C3)c1O (stereo unspecified)	-2%	0%	-2%	-18%	1%	x	-1%	0%	7
O=C(COc1ccc(F)cc1)Nc1cc(S(=O)(=O)N2CCCCC2)ccc1N1CCCCC1	-19%	-5%	16%	u	-6%	-12%	-3%	-3%	-6
O=C(O)CCCNC(=O)c1nn(Cc2ccccc2)c(=O)c2ccccc12	1%	6%	-6%	2%	9%	20%	5%	10%	13
COc1ccccc1C(=O)n1nc(-c2ccco2)nc1N	-8%	23%	-6%	-7%	16%	-1%	13%	-4%	8
COc1ccc(C(=O)Nc2cc(C)nn2-c2ccc(F)cc2)cc1	6%	-6%	2%	7%	-2%	-9%	-2%	-1%	-1
Cc1cccc(CSc2ncnc3c2cnn3Cc2ccccc2)c1	-6%	2%	u	13%	u	2%	6%	15µM*	-9
OCC1(Cc2ccccc2C(F)(F)F)CCN(Cc2ccccc2)CC1	6%	-13%	3%	3%	-17%	-25%	-24%	-1%	-61*
Cc1ccc(OCCC(=O)OCC(=O)C(C)(C)C)cc1	4%	18%	-3%	-6%	19%	2%	20%	11%	4
CS(=O)(=O)N1CCN(c2ccc(NC(=O)c3ccc(-c4ccc(Cl)cc4)o3)cc2)CC1	-1%	-14%	u	1%	0%	-23%	-29%	-7%	16
CCOc1cc(/C=N/NC(=O)C(N)=O)cc(Br)c1O	-27%[57.1 µM]	20%	5%	2%	19%	-12%[11.3 µM]	16%	-3%	9
Cc1ccc(C(=O)Nc2nnc(C)s2)cc1	2%	9%	-13%	u	8%	-21%	15%	-1%	0
Cc1ccc(C)c(NC(=O)CCN2CCOCC2)c1	8%	13%	-4%	0%	3%	-1%	9%	-2%	17
CC(NC(=O)CN1C(=O)NC2(CCCC2)C1=O)c1ccc(Cl)cc1Cl (stereo unspecified)	-11%	2%	-1%	-4%	u	18%	1%	0%	-19
Cc1cccc(N2CN=C3SCC(=O)N3C2)c1	8%	3%	-6%	1%	-3%	-9%	-1%	30%	-25
COc1ccc(CN2C(=O)CS(=O)CC2=O)cc1OC	-5%	11%	1%	-29%	-3%	-2%	-6%	0%	5
CC(C)(C)C(=O)O/N=C1/C(=O)N(c2ccccc2)c2ccccc21	-35%[57.1 µM]	-16%	u	2%	-5%	4%	-7%	-32%	u
CCCCn1c(N)c(N(CCOC)C(=O)COC(=O)CCOc2ccccc2)c(=O)[nH]c1=O	-7%	8%	1%	-16%	12%	4%	5%	u	12
CCOc1cc(N2C(=O)CC3CS(=O)(=O)CC32)c(OCC)cc1NC(=O)c1ccccc1 (stereo unspecified)	-10%	u	-6%	-6%	0%	11%	0%	1%	21
CCc1nc2ccc(C(=O)NCCCN3CCCC3=O)cn2c1N(CC)C(=O)NCCc1ccccc1	-2%	4%	x	x	-1%	0%	-5%	-10%	-19
COc1ccc(OC)c(NC(=O)C2CCCN(S(=O)(=O)c3cccc4cccnc34)C2)c1 (stereo unspecified)	-5%	-2%	-1%	-3%	-13%	-10%	1%	u	u
CCOC(=O)CN(C(=O)Cn1nnc(-c2ccc(C)cc2)n1)C(CC)C(=O)NC1CCCC1 (stereo unspecified)	-9%	-22%	1%	1%	-3%	-25%	-19%	4.1µM*	37
C[C@H](Nc1ccc(C(F)(F)F)cc1[N+](=O)[O-])C(=O)O	3%	1%	1%	u	3%	x	4%	6%	15
Cn1c(Cl)c(/C=N/OC(=O)c2ccccc2Cl)c2ccccc21	1%	-3%	-3%	-4%	24%	-3%	-3%	0%	-7
Cc1cc(Cl)c(S(=O)(=O)Nc2ccc3c(c2)OCCO3)cc1OCC(N)=O	-1%	-4%	-45%	-1%[9.22 µM]	5%	-12%	1%	1%	10
